GSTO1 inh = counter-screen for RBBP9 inhibitors: inhibitors of human GSTO1; P78417; recombinant GSTO1, activity-based probe fluorescence polarization; inhibition, % at 5.96 µM; 1.1% of 300,000 active;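 active = inhibition above the campaign mean inhibition plus 3 SD, cut at about 35% in these data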;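 note: 0% = GSTO1-1 with DMSO and 100% = wells lacking GSTO1-1 enzyme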
EBNA-1 inhibitor = blocks EBNA-1 binding to DNA; EBNA-1 DNA binding, fluorescence polarization; inhibition, % at 14.8 µM; 0.34% of 300,000 active; AID 1950; in the data active = inhibition above about 28%
PAFAH1B3 FP inh = blocks human PAF acetylhydrolase 1B catalytic subunit 3. Q15102. inhibition, % at 3.39 µM. 0.28% of 340,000 active. recombinant PAFAH1B3, FP-rhodamine probe, fluorescence polarization;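 active = inhibition above the screen-wide average of all tested compounds plus 3 SD, cut at about 25% in these data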;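 note: 0% = enzyme with DMSO only and 100% = wells lacking PAFAH1B3 protein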
LYPLA2 counter = counter-screen for PME1 inhibitors: inhibitors of human LYPLA2. O95372. 0.38% of 320,000 active. recombinant LYPLA2, FP-Rh probe fluorescence polarization. inhibition, % at 5.9 µM;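 active = inhibition above the screen-wide mean plus 3 SD, limit set per campaign, cut at about 26% in these data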;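 note: 0% = LYPLA2 with DMSO and 100% = wells lacking LYPLA2 enzyme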
ZTA DNA inh = ZTA (EBV) inhibition in EBNA-1 counter-screen; ZTA-DNA binding, fluorescence polarization; inhibition, % at 11 µM; P03206; 0.15% of 320,000 active; in the data active = inhibition above about 33%
Target sequence (P03206 whole entry, looked up): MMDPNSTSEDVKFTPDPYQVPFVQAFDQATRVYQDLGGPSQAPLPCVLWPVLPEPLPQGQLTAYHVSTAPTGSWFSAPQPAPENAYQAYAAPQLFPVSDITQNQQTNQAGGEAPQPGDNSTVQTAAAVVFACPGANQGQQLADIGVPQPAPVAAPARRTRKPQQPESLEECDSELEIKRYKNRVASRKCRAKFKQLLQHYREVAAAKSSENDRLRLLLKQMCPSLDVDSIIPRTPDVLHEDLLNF
PAD4 FP inh = inhibitors of human PAD4 | Q9UM07 | inhibition, % at 6.36 µM | AID 485272 | 0.41% of 330,000 active | recombinant PAD4, RCA probe fluorescence polarization;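 active = percent inhibition above a cutoff equal to the mean of all tested compounds plus 3 SD, cut at about 15% in these data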;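 note: 0% = PAD4 with RCA probe and DMSO and 100% = probe without PAD4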
PREPL inhibitor = inhibitors of human prolyl oligopeptidase-like enzyme PREPL; Q4J6C6; recombinant PREPL, fluorescence polarization activity-based probe; inhibition, % at 5.96 µM; 0.68% of 320,000 active; in the data active = inhibition above about 43%;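 note: 0% = enzyme with DMSO and 100% = wells lacking enzyme; many of its hits are not listed in these tables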
Target sequence (Q4J6C6 whole entry, looked up): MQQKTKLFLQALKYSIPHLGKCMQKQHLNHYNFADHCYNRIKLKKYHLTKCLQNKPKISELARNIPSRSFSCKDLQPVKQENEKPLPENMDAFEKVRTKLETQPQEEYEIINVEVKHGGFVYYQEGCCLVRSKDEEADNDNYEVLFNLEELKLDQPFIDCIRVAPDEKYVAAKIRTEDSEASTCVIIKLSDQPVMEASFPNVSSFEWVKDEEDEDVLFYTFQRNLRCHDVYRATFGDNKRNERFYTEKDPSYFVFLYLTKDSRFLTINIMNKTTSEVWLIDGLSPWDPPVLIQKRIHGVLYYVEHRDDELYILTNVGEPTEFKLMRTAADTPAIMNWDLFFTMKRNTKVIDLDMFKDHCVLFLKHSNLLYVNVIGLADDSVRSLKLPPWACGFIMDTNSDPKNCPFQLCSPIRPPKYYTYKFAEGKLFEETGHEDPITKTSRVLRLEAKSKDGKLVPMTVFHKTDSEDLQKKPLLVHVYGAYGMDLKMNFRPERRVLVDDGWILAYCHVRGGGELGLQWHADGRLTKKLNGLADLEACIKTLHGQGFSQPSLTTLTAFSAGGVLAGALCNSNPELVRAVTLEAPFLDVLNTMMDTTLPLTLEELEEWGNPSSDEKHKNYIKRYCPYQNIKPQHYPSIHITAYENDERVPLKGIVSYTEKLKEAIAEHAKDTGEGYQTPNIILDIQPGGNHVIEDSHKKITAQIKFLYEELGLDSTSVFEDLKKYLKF
PAFAH2 FP inh = inhibitors of human PAFAH2. inhibition, % at 3.39 µM. 0.99% of 340,000 active. recombinant PAFAH2, FP-rhodamine activity probe, fluorescence polarization. Q99487. AID 492956;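 active = inhibition above the mean over all tested compounds plus 3 SD, cut at about 30% in these data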;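 note: inhibitors block probe labeling of enzyme so polarization drops; 0% = enzyme with DMSO and 100% = wells lacking PAFAH2 protein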
LYPLA1 inh = LYPLA1 (human) inhibition in PME1 counter-screen. O75608. recombinant LYPLA1, FP-Rh probe fluorescence polarization. inhibition, % at 5.9 µM. 0.16% of 320,000 active. AID 2174;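 active = inhibition above the mean of all tested compounds plus 3 SD, set per campaign, cut at about 14% in these data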;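 note: inhibitors block serine hydrolase probe labeling of LYPLA1 so polarization falls; 0% = enzyme with DMSO and 100% = wells lacking LYPLA1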
The depositor's hits bear a star; · = no result given. A portion of the library, so the mix of outcomes need not match the whole.

SMILES	GSTO1 inh	EBNA-1 inhibitor	PAFAH1B3 FP inh	LYPLA2 counter	ZTA DNA inh	PAD4 FP inh	PREPL inhibitor	PAFAH2 FP inh	LYPLA1 inh
CC1CCCCC1NC(=O)C1CCN(S(=O)(=O)c2cccc3nonc23)CC1 (stereo not drawn)	4.5	-0.3	0.2	6.5	14.3	-0.6	4.4	10.7	1.2
CC(=NCCCn1ccnc1)c1c(C)[nH]n(-c2ccc([N+](=O)[O-])cc2)c1=O	-0.2	4.4	6.3	1.7	-0.1	-1.6	3.3	9.9	1.2
COc1ccc(C2C(C(=O)NCc3cccnc3)c3ccccc3C(=O)N2C)cc1OC (stereo not drawn)	-4.4	-7.0	3.0	-6.5	-5.8	3.3	9.2	12.8	-2.8
Nc1nc(N2CCN(c3ccccn3)CC2)nc2ccccc12	-2.0	-13.6	3.7	-0.2	-21.6	1.2	5.4	1.0	-0.8
Nn1c(SCC(=O)Nc2ccc3c(c2)OCO3)nnc1C1CCCCC1	-1.5	0.3	2.8	3.1	-7.2	4.3	2.0	-5.4	1.4
Brc1ccc(-c2ccc(/C=N/Nc3nncc(-c4ccccc4)n3)o2)cc1	-7.5	-3.8	7.5	-3.2	-4.9	-3.6	13.9	4.2	-1.9
COCCN(C(=O)CCC(=O)Nc1cc(C)on1)C(C(=O)NC(C)(C)C)c1ccccc1Cl (stereo not drawn)	-1.4	-15.0	12.2	1.8	1.6	0.8	-0.2	-2.2	-3.1
CSc1cccc(CN2CCN(Cc3ccc(F)c(F)c3)C(CCO)C2)c1 (stereo not drawn)	-0.7	-15.6	6.4	0.1	-7.9	-8.6	26.2	-1.7	-0.4
COc1ccc(CP(=O)(c2ccccc2)c2ccccc2)cc1	4.5	8.1	4.7	3.4	-23.1	-0.2	10.8	-2.6	2.4
NS(=O)(=O)c1ccc(CNC(=S)NCc2ccc(F)cc2)cc1	3.7	4.9	-4.7	-3.8	-16.8	-3.5	-8.9	2.4	-2.7
CC(=O)Nc1cccc(-c2csc(NCc3ccco3)n2)c1	3.5	-5.5	5.1	1.8	14.4	-3.5	22.7	5.2	-2.3
CNC(=O)/C(C#N)=C/c1ccc(-c2nc3ccccc3s2)o1	0.3	4.3	·	5.2	18.4	-1.8	0.9	·	0.9
NCCC(=O)N1c2ccccc2Sc2ccccc21	0.8	-10.4	6.0	5.1	2.2	-2.4	-9.5	-4.9	-0.7
C/C(=C\C(=O)c1cccnc1)Nc1ccc(O)cc1	38.4*	0.7	2.9	9.4	1.7	97.5*	81.0*	-3.0	1.8
Cc1cccc(Cn2nc(C(C)(C)C)cc2C(=O)N2CCOCC2)c1	-8.3	-7.4	7.3	-4.9	-3.4	4.5	5.5	-2.1	-5.9
O=C(O)Cc1sc(-c2ccc(C(=O)O)cc2)nc1-c1ccccc1	-9.9	-10.6	10.2	-1.3	3.1	-4.6	-7.4	-7.1	-0.4
COCCN1C(=O)C(=O)/C(=C(/O)c2ccc(OC(C)C)cc2)C1c1cccnc1 (stereo not drawn)	10.1	3.3	3.7	-1.2	-1.6	1.4	5.4	-0.9	1.6
COc1ccc(OC)c(/C=N\NC(=O)c2c(C)nc3cc(C)ccn23)c1	-13.0	1.8	8.9	0.5	2.1	-3.9	-7.7	3.2	-1.0
O=[N+]([O-])c1ccc(Cl)cc1CNc1ccc(F)c(F)c1	3.2	-0.2	-0.3	4.7	-5.8	-3.1	-6.0	-0.3	-3.8
C=C(C)CSc1nc(N)c2c3c(sc2n1)CCC3	-1.0	8.6	1.9	3.3	-0.7	0.5	10.5	1.1	-2.7
O=C(OCc1cccc(C(F)(F)F)c1)c1cc([N+](=O)[O-])ccc1N1CCOCC1	7.5	-0.3	6.6	9.3	-7.8	0.8	35.0	0.6	4.3
Cc1cccc(N2CCN(C(=O)CCc3nc4ccccc4c(=O)[nH]3)CC2)c1C	·	·	7.5	·	·	-4.5	8.7	-4.0	·
CCOc1ccc(C2c3cc(OC)c(OC)cc3CC(=O)N2c2ccccc2)cc1 (stereo not drawn)	9.1	-3.6	-4.9	-1.0	20.8	-8.7	6.6	-3.1	-2.1
Fc1ccccc1N1CCN(CC2CCCCC2)CC1	-6.8	0.7	5.3	-1.0	14.0	2.2	8.9	0.3	-2.2
CCc1noc(C)c1C(=O)OCC(=O)NC(=O)c1ccccc1OC	2.7	3.0	4.1	1.7	-9.1	1.0	-6.2	11.1	0.3
CCc1cc(C(=O)N2CCN(c3ccccn3)CC2)sc1C	5.2	3.6	3.8	4.5	-7.9	-0.7	-0.2	2.0	3.9
CN1CCN(C(=O)c2cc3c(s2)-c2ccccc2S(=O)(=O)C3)CC1	-5.9	-8.5	1.9	3.0	2.8	-1.1	6.5	3.9	-1.3
CS(=O)(=O)c1ccc2nc(NC(=O)CCC(=O)c3cccs3)sc2c1	-3.6	0.9	5.2	15.0	1.8	-2.9	6.9	0.3	-0.7
N#CC1=C(N)Oc2n[nH]c(-c3cccs3)c2C1c1ccoc1 (stereo not drawn)	6.4	7.4	8.5	-0.5	7.9	-2.0	1.8	9.1	0.7
CCOC(=O)C(C)Sc1nnc(Cc2cc(=O)[nH]c(=O)[nH]2)n1-c1ccc(OCC)cc1 (stereo not drawn)	6.2	-1.5	6.1	7.3	-26.4	-9.9	0.4	5.3	4.4

6 compounds from above, ordered by their value in PAD4 FP inh, high to low.
SMILES | EBNA-1 inhibitor | PAFAH1B3 FP inh | PAD4 FP inh | PREPL inhibitor | PAFAH2 FP inh
CCc1noc(C)c1C(=O)OCC(=O)NC(=O)c1ccccc1OC | 3.0 | 4.1 | 1.0 | -6.2 | 11.1
O=C(OCc1cccc(C(F)(F)F)c1)c1cc([N+](=O)[O-])ccc1N1CCOCC1 | -0.3 | 6.6 | 0.8 | 35.0 | 0.6
CCc1cc(C(=O)N2CCN(c3ccccn3)CC2)sc1C | 3.6 | 3.8 | -0.7 | -0.2 | 2.0
CS(=O)(=O)c1ccc2nc(NC(=O)CCC(=O)c3cccs3)sc2c1 | 0.9 | 5.2 | -2.9 | 6.9 | 0.3
Cc1cccc(N2CCN(C(=O)CCc3nc4ccccc4c(=O)[nH]3)CC2)c1C | · | 7.5 | -4.5 | 8.7 | -4.0
CCOC(=O)C(C)Sc1nnc(Cc2cc(=O)[nH]c(=O)[nH]2)n1-c1ccc(OCC)cc1 (stereo not drawn) | -1.5 | 6.1 | -9.9 | 0.4 | 5.3

Next compounds
SMILES	GSTO1 inh	EBNA-1 inhibitor	PAFAH1B3 FP inh	LYPLA2 counter	ZTA DNA inh	PAD4 FP inh	PREPL inhibitor	PAFAH2 FP inh	LYPLA1 inh
CC(C)C(c1nnnn1Cc1ccc2c(c1)OCO2)N1CCN(C)CC1 (stereo not drawn)	-2.6	-10.7	-2.5	-5.7	-4.6	-5.9	-74.3	-14.1	0.5
COc1ccc(C(=O)NCC(=O)N2CCCCC2)cc1OC	-4.3	-2.4	6.0	-1.5	3.0	-0.1	-4.9	-0.5	-0.5
COc1ccc(OC)c(-n2c(-c3ccc(O)cc3O)n[nH]c2=S)c1	10.3	-0.8	7.3	2.5	7.5	-8.7	-14.0	10.1	3.4
COC(=O)CCCC(=O)N(C)CC1CCCN(CCc2ccccc2C)C1 (stereo not drawn)	-1.1	-2.0	6.3	3.3	-22.8	-2.2	-3.6	-4.8	4.3
Cc1nc([N+](=O)[O-])c(C(=O)OCc2cccc(Br)c2)n1C	15.9	-10.0	12.2	-5.5	-6.4	-0.4	6.3	3.6	0.1
CC#CCOC(=O)c1c(C)nc2sc3c(c2c1N)CCC(O)C3 (stereo not drawn)	3.4	-7.0	4.6	3.1	10.4	-1.0	5.9	2.8	3.1
C=CCN=C(CC)C1=C(O)CCCC1=O	-5.1	-1.7	5.7	-1.9	2.8	-4.2	14.7	1.4	-1.5
O=C(NC(=S)NCc1nc2ccccc2[nH]1)c1ccccc1F	-1.4	-4.1	3.3	3.0	-12.4	2.9	14.0	-6.2	3.0
N#CCCCSc1nnc(-c2ccc(Cl)cc2)n1-c1ccccc1	8.4	4.5	7.8	5.6	3.5	-0.2	3.0	-1.1	0.0
COc1ccccc1N1CCN(C(=O)CN(Cc2ccccc2)S(C)(=O)=O)CC1	11.0	-6.6	-4.4	-0.8	4.5	0.1	10.7	-3.1	-0.4

Two of the compounds above, with two lines to a compound.
Results follow in this order: GSTO1 inh | EBNA-1 inhibitor | PAFAH1B3 FP inh | LYPLA2 counter | ZTA DNA inh | PAD4 FP inh | PREPL inhibitor | PAFAH2 FP inh | LYPLA1 inh
COc1ccc(C(=O)NCC(=O)N2CCCCC2)cc1OC
  -4.3 | -2.4 | 6.0 | -1.5 | 3.0 | -0.1 | -4.9 | -0.5 | -0.5
COc1ccccc1N1CCN(C(=O)CN(Cc2ccccc2)S(C)(=O)=O)CC1
  11.0 | -6.6 | -4.4 | -0.8 | 4.5 | 0.1 | 10.7 | -3.1 | -0.4

Next section.
SMILES	GSTO1 inh	EBNA-1 inhibitor	PAFAH1B3 FP inh	LYPLA2 counter	ZTA DNA inh	PAD4 FP inh	PREPL inhibitor	PAFAH2 FP inh	LYPLA1 inh
COc1cccc(OC)c1C(=O)NC(=S)Nc1ccc2c(c1)OCCO2	-1.7	5.4	6.8	-1.3	-2.0	1.0	-2.3	-5.8	-5.6
CC(C)Oc1ccc(C(=O)NC2CCS(=O)(=O)C2)cc1 (stereo not drawn)	4.0	-5.2	3.1	4.9	4.1	1.5	3.2	6.6	-1.7
C=CCn1c(CC(=O)OC)csc1=Nc1ccc(C(C)=O)cc1	3.6	-7.0	-1.0	3.2	-7.6	3.2	21.8	-2.5	0.0
CCCCC(=O)NC(c1ccc(Cl)cc1)c1ccc2cccnc2c1O (stereo not drawn)	2.9	-1.7	6.0	-9.1	10.7	-1.9	-4.0	2.5	-6.3
CC(NC(=O)COC(=O)CNS(=O)(=O)/C=C/c1ccccc1)c1ccccc1 (stereo not drawn)	·	·	14.2	4.5	6.4	-0.1	13.8	-2.5	0.3
CCOC(=O)c1ccc(S(=O)(=O)N2CCN(CCc3ccncc3)CC2)cc1	·	·	6.0	·	·	-1.9	1.5	-6.4	·
O=C(CNC(=O)[C@@H]1Cc2ccccc2CN1)Nc1ccc2c(c1)OCCO2	7.5	-10.6	6.2	2.3	5.5	-0.9	3.5	4.0	-2.7
c1csc(-c2nnc(N3CCCCCC3)c3ccccc23)c1	1.1	-4.9	-4.4	4.7	3.9	-2.8	5.3	-1.1	0.1
C=CCNc1nc(NC(C)(C)CO)nc(OC)n1	8.9	3.5	-0.8	-1.2	3.5	0.8	1.1	-5.6	1.2
O=C(CNC(=S)N(CCCN1CCOCC1)Cc1cccs1)N1CCOCC1	-1.8	11.6	4.4	-3.7	18.6	2.0	-6.8	-2.7	-2.2
CC(C)NC(=O)Nc1cccc2c1O[C@H](CN(C)S(=O)(=O)c1cccs1)[C@@H](C)CN([C@H](C)CO)C2=O	·	·	12.8	·	·	-2.1	16.6	11.9	·
CCCCNC(=O)OC(C)CNC(=O)OC (stereo not drawn)	7.1	-3.3	2.3	6.3	-5.4	-3.0	-4.0	-6.1	0.8
Cc1cccc(C)c1NC1=NC(C)(C)N=C(N)N1	5.3	4.1	0.2	-5.6	4.1	0.2	-1.8	-2.4	-0.4

Source: PubChem (The Scripps Research Institute Molecular Screening Center)
